High-throughput results from PubChem.
TcdB GH inh – inhibitors of Clostridioides difficile toxin B glycohydrolase; actives 0.24% (n = 350,000); inhibition, % at 9.99 µM; TcdB glycohydrolase enzymatic assay, plate reader; AID 652162; P18177; in the data active = inhibition above about 10%
Mtb BioA inh – inhibitors of Mycobacterium tuberculosis BioA enzyme; inhibition, % at 9.99 µM; actives 0.096% (n = 360,000); AID 602481; purified M. tuberculosis BioA enzyme, plate reader; in the data active = inhibition above about 40%
The depositor's hits bear a star.

SMILES	TcdB GH inh	Mtb BioA inh
O=C(C[C@H]1C[C@H]2c3cc(NC(=O)c4cccnc4)ccc3O[C@H]2[C@H](CO)O1)NCC(F)(F)F	0.3	19
CCN1[C@H](C(=O)NCc2ccccn2)[C@@H](CO)[C@@H]2Cn3c(ccc(C4=CCCCC4)c3=O)[C@@H]21	-2.6	-0.1
C[C@@H]1CN([C@H](C)CO)C(=O)Cc2cc(NS(C)(=O)=O)ccc2O[C@H]1CN(C)S(=O)(=O)c1ccccc1	-1.5	1.0
COCC(=O)N1[C@H](C(=O)N2CCCCC2)[C@@H](CO)[C@@H]2Cn3c(ccc(C4=CCCC4)c3=O)[C@@H]21	0.4	-0.6
CN1CCN(C(=O)C[C@H]2CC[C@H]3[C@@H](COC[C@H](O)CN3Cc3ccc(Oc4ccccc4)cc3)O2)CC1	-1.5	0.9
CN(C)CC(=O)N[C@@H]1CC[C@H](CC(=O)NCCN2CCCCC2)O[C@H]1CO	-2.4	-3.1
C[C@H](CO)N1C[C@H](C)[C@@H](CN(C)S(=O)(=O)c2ccc(Cl)cc2)Oc2ccc(NC(=O)Nc3ccc(F)cc3)cc2CC1=O	0.4	17
C[C@H]1CN([C@@H](C)CO)C(=O)c2cc(NC(=O)C3CCCCC3)ccc2O[C@H]1CN(C)S(=O)(=O)c1ccc(Cl)cc1	1.2	0.5
CC(C)NC(=O)N1CCCCN2[C@H](C1)[C@@H](c1ccc(C#C[C@@H](C)O)cc1)[C@@H]2CO	-1.6	-0.6
COc1ccccc1C(=O)Nc1ccc2c(c1)OC[C@H](C)N(C)C[C@H](C)[C@H](OC)CN(C)C2=O	-1.0	-1.8
C[C@@H]1CN([C@H](C)CO)C(=O)c2cc(NS(=O)(=O)c3ccc(F)cc3)ccc2O[C@H]1CN(C)C(=O)Nc1ccc2c(c1)OCO2	0.4	-1.9
C[C@H]1CN([C@@H](C)CO)C(=O)c2cccc(NC(=O)c3cnccn3)c2O[C@@H]1CN(C)Cc1ccc(C(F)(F)F)cc1	-0.2	0.9
Cc1noc(C)c1NC(=O)Nc1ccc2c(c1)C(=O)N([C@H](C)CO)C[C@H](C)[C@@H](CN(C)Cc1ccc(C(F)(F)F)cc1)OCCCC[C@H](C)O2	0.4	0.3
C[C@@H]1CN([C@H](C)CO)C(=O)Cc2cc(NC(=O)Nc3ccc(F)cc3)ccc2O[C@H]1CN(C)S(=O)(=O)c1ccc(F)cc1	2.1	2.2
CO[C@H]1CN(C)C(=O)c2cc(NC(=O)C3CCCCC3)ccc2OC[C@H](C)N(Cc2nccs2)C[C@@H]1C	-0.2	1.9
COc1ccc(CN(C)C[C@H]2Oc3ccc(NC(=O)CCC(F)(F)F)cc3C(=O)N([C@H](C)CO)C[C@@H]2C)cc1	-0.2	2.5
COc1ccc(-c2ccc3c(c2)[C@H]2[C@H](CCN2S(=O)(=O)c2ccc(OC)cc2)[C@@H](CO)N3C)cc1	0.6	-1.3
O=C(Nc1ccccc1F)N1CCCCN2[C@H](CO)[C@H](c3ccc(C#Cc4ccccc4)cc3)[C@@H]2C1	0.7	-1.5
COCC#Cc1ccc2c(c1)O[C@H](CN(C)Cc1ccccc1F)[C@H](C)CN([C@H](C)CO)S2(=O)=O	0.8	0.1
C[C@@H]1CN([C@@H](C)CO)C(=O)Cc2cc(NC(=O)Nc3ccc(F)cc3)ccc2O[C@@H]1CN(C)C(=O)Nc1cccc2ccccc12	1.0	0.5
C[C@H]1CN([C@@H](C)CO)S(=O)(=O)c2ccc(-c3cccnc3)cc2O[C@H]1CN(C)C	-0.2	0.7
O=C(Nc1cccc(F)c1)N1CCCCN2[C@@H](CO)[C@@H](c3ccc(C#CC4CC4)cc3)[C@@H]2C1	1.1	7.3
CO[C@@H](CN(C)C(=O)c1ccccc1F)[C@H](C)CN([C@H](C)CO)S(=O)(=O)c1ccccc1	-11	-2.6
C[C@H](CO)N1C[C@H](C)[C@H](CN(C)Cc2ccncc2)Oc2ccc(NC(=O)CCN3CCOCC3)cc2CC1=O	1.1	1.3
CC12N=C3SCC(=O)N3[C@H](c3ccccc3O1)[C@H]2CO[Si](C)(C)C(C)(C)C	0.4	-3.2
COc1ccc(S(=O)(=O)N(C)C[C@@H]2Oc3ncc(C#CC(C)(C)O)cc3C(=O)N([C@H](C)CO)C[C@@H]2C)cc1	0.4	-2.1
CS(=O)(=O)Nc1ccc2c(c1)[C@H]1C[C@H](CC(=O)NCc3ccccc3)O[C@@H](CO)[C@H]1O2	0.1	5.4
C[C@@H]1CN([C@H](C)CO)C(=O)Cc2cc(NS(=O)(=O)c3cccs3)ccc2O[C@H]1CN(C)C(=O)Nc1ccc(F)cc1	-0.6	1.0
O=C(Nc1ccc2c(c1)[C@H]1C[C@H](CC(=O)N3CCCCC3)O[C@@H](CO)[C@H]1O2)C1CCC1	-0.7	-1.0
COc1ccc(CN(C)C[C@@H]2Oc3c(NS(=O)(=O)c4ccccc4)cccc3C(=O)N([C@H](C)CO)C[C@H]2C)cc1	-0.3	-0.2
CCC(=O)N1C[C@H](C)[C@@H](OC)CN(C)C(=O)c2ccc(NC(=O)Nc3cccc(F)c3)cc2OC[C@H]1C	0.2	4.1
Cc1ccc(S(=O)(=O)N[C@H]2C=C[C@H](CC(=O)NCc3ccccc3F)O[C@H]2CO)cc1	-0.3	1.9
C[C@H]1CN([C@@H](C)CO)C(=O)c2c(c3ccccc3n2C)-c2ccccc2CO[C@@H]1CN(C)C(=O)c1ccccc1	1.9	0.9
CCC(=O)Nc1ccc2c(c1)C(=O)N(C)C[C@@H](OC)[C@H](C)CN(C(=O)C1CC1)[C@@H](C)CO2	1.0	-2.1
C[C@@H]1CN([C@@H](C)CO)C(=O)Cc2cc(NC(=O)CCCCCC(=O)Nc3ccccc3N)ccc2O[C@H]1CN(C)Cc1ccc(Cl)c(Cl)c1	-0.9	-3.7
C[C@H](CO)N1C[C@H](C)[C@H](CN(C)Cc2ccccn2)Oc2cc(-c3cccnc3)ccc2S1(=O)=O	-6.5	0.0
C[C@H](O)C#Cc1cnc2c(c1)C(=O)N([C@@H](C)CO)C[C@H](C)[C@H](CN(C)C(=O)Nc1ccc(F)cc1)O2	0.2	0.5
C[C@@H]1CN([C@H](C)CO)S(=O)(=O)c2ccc(Br)cc2O[C@@H]1CN(C)CC1CC1	0.1	1.0
COc1ccc(CN(C)C[C@@H]2Oc3ccc(NC(=O)Nc4ccc5c(c4)OCO5)cc3C(=O)N([C@@H](C)CO)C[C@@H]2C)cc1	-0.9	6.2
C[C@@H]1CN([C@@H](C)CO)C(=O)c2cc(NS(C)(=O)=O)ccc2O[C@@H](C)CCCCO[C@@H]1CN(C)Cc1ccc(C(=O)O)cc1	2.8	0.5
O=C(C[C@H]1CC[C@H]2[C@@H](COC[C@H](O)CN2Cc2cc(F)ccc2F)O1)N1CCc2ccccc2C1	-0.6	1.5
C[C@@H]1CN([C@@H](C)CO)C(=O)c2cc(C#CC(C)(C)O)cnc2O[C@@H]1CN(C)C(=O)CC1CC1	-0.1	0.5
C[C@H](CO)N1C[C@H](C)[C@H](CN(C)Cc2ccc(O)cc2)OCc2cn(nn2)CCCC1=O	-0.1	-1.8
C[C@H]1CN([C@@H](C)CO)C(=O)CCCn2nncc2CO[C@@H]1CN(C)C(=O)Oc1cccc2ccccc12	-1.4	0.1
CCCN1C[C@H](C)[C@H](OC)CN(C)C(=O)c2cc(NS(=O)(=O)CC)ccc2OC[C@H]1C	0.4	0.4
C[C@H](CO)N1C[C@H](C)[C@@H](CN(C)S(=O)(=O)c2ccc(Cl)cc2)Oc2c(NC(=O)c3ccncc3)cccc2C1=O	0.5	-2.4
COCC(=O)Nc1ccc2c(c1)C(=O)N(C)C[C@H](OC)[C@@H](C)CN(C(=O)C1CCCC1)[C@H](C)CO2	-3.4	-1.4
CO[C@H]1CN(C)C(=O)c2cc(NC(C)=O)ccc2OC[C@@H](C)N(CCc2ccccc2)C[C@H]1C	-1.6	1.3
C[C@H]1CN([C@@H](C)CO)C(=O)Cc2cc(NC(=O)c3ccncc3)ccc2O[C@@H]1CN(C)Cc1ccncc1	0.1	0.1
OC[C@H]1[C@@H](c2ccc(Br)cc2)[C@H]2CN(Cc3ccccn3)CCCCN21	-0.5	0.0
CCCN(C)C[C@H]1Oc2cc(C#C[C@@H](C)O)ccc2S(=O)(=O)N([C@H](C)CO)C[C@H]1C	-1.1	-1.3
C[C@H](CO)N1C[C@H](C)[C@@H](CN(C)C(=O)C2CCOCC2)Oc2cc(-c3ccc(F)cc3)ccc2S1(=O)=O	1.0	-0.5
O=C(C[C@@H]1C[C@H]2c3cc(NC(=O)Nc4ccccc4)ccc3O[C@H]2[C@@H](CO)O1)NCC(F)(F)F	0.4	-2.3
COc1ccc(NC(=O)N[C@H]2CC[C@H](CCNC(=O)CN3CCOCC3)O[C@H]2CO)cc1	1.4	2.2
CCC(=O)N(C)C[C@H]1Oc2cc(Br)ccc2S(=O)(=O)N([C@H](C)CO)C[C@H]1C	1.2	1.2
CO[C@@H]1CN(C)C(=O)c2ccc(NC(=O)C3CCCCC3)cc2OC[C@H](C)N(Cc2cccnc2)C[C@H]1C	0.0	2.5
COc1ccc(NC(=O)Nc2ccc3c(c2)[C@H]2C[C@H](CC(=O)NC4CCCCC4)O[C@@H](CO)[C@H]2O3)cc1	-0.2	-0.2
CC(=O)N[C@H]1CC[C@H](CC(=O)NCC2CCCCC2)O[C@@H]1CO	0.0	-0.3
Cc1noc(C)c1S(=O)(=O)Nc1ccc2c(c1)C(=O)N([C@@H](C)CO)C[C@@H](C)[C@@H](CN(C)C(=O)c1ccccc1)OCCCC[C@@H](C)O2	-6.6	0.2
C[C@H]1CN([C@@H](C)CO)C(=O)Cc2cc(NC(=O)Cc3cn(C)c4ccccc34)ccc2O[C@H]1CN(C)S(=O)(=O)c1cccs1	-0.8	1.3
(list continues)
SMILES	TcdB GH inh	Mtb BioA inh
C[C@@H]1CN([C@H](C)CO)C(=O)c2cc(NC(=O)CCCN(C)C)ccc2O[C@@H]1CN(C)Cc1ccc(Oc2ccccc2)cc1	3.8	3.5
CNC[C@H]1Oc2ccc(NC(=O)NC3CCCCC3)cc2C(=O)N([C@H](C)CO)C[C@H]1C	-0.1	-0.6
C[C@@H]1CN([C@@H](C)CO)C(=O)c2cc(NC(=O)c3ccncc3)ccc2O[C@H]1CN(C)C(=O)Nc1cccc2ccccc12	-0.8	1.2
CC(C)NC(=O)N(C)C[C@@H]1Oc2ccc(NS(=O)(=O)c3ccccc3)cc2C(=O)N([C@@H](C)CO)C[C@@H]1C	1.1	-1.6
C[C@@H]1CN([C@@H](C)CO)C(=O)c2cccc(NC(=O)Nc3ccc4c(c3)OCO4)c2O[C@@H]1CN(C)S(=O)(=O)c1cccs1	-0.9	-0.9
C[C@@H]1CN([C@@H](C)CO)S(=O)(=O)c2ccc(-c3cccnc3)cc2O[C@H]1CN(C)Cc1ccccn1	-15	-0.9
CN(C)c1ccc2c(c1)[C@@H]1C[C@@H](CC(=O)NCc3ccncc3)O[C@H](CO)[C@@H]1O2	-52	0.0
C[C@H]1CN([C@@H](C)CO)C(=O)CCCn2cc(nn2)CO[C@@H]1CN(C)Cc1ccc2c(c1)OCCO2	-0.2	-1.8
C[C@@H]1CN([C@H](C)CO)C(=O)c2c(c3ccccc3n2C)-c2ccccc2CO[C@@H]1CN(C)C(=O)N[C@H](C)c1ccccc1	0.4	5.7
C[C@H](CO)N1C[C@H](C)[C@H](CN(C)Cc2ccc(C(=O)O)cc2)OCCCC[C@H](C)Oc2ccc(NS(=O)(=O)c3cccs3)cc2C1=O	-0.1	-1.9
COC(=O)C[C@H]1CC[C@H]2[C@H](COc3ccc(NC(=O)c4ccccc4F)cc3C(=O)N2C)O1	0.6	0.4
CCCC#Cc1cnc2c(c1)C(=O)N([C@@H](C)CO)C[C@@H](C)[C@H](CN(C)CCC)O2	-0.7	2.4
O=C(N[C@H]1C=C[C@H](CC(=O)N2CCc3ccccc3C2)O[C@H]1CO)C1CCC1	-0.6	0.9
Cn1cnc(S(=O)(=O)N2C[C@H](O)COC[C@H]3O[C@@H](CC(=O)NCc4ccc(F)cc4)CC[C@@H]32)c1	-0.7	0.5
C[C@H]1CN([C@@H](C)CO)C(=O)Cc2cc(NC(=O)C3CCCCC3)ccc2O[C@H]1CN(C)C(=O)Nc1ccc(F)cc1	-1.7	-0.6
O=C(C[C@@H]1CC[C@@H](NC(=O)Nc2cc(F)ccc2F)[C@@H](CO)O1)NCc1ccc2c(c1)OCO2	-0.8	-5.8

Rewritten with two lines to a compound: 11 of the compounds above
Below each compound – TcdB GH inh, Mtb BioA inh
> C[C@@H]1CN([C@@H](C)CO)C(=O)c2cc(NC(=O)c3ccncc3)ccc2O[C@H]1CN(C)C(=O)Nc1cccc2ccccc12
  -0.8, 1.2
> CC(C)NC(=O)N(C)C[C@@H]1Oc2ccc(NS(=O)(=O)c3ccccc3)cc2C(=O)N([C@@H](C)CO)C[C@@H]1C
  1.1, -1.6
> C[C@@H]1CN([C@@H](C)CO)C(=O)c2cccc(NC(=O)Nc3ccc4c(c3)OCO4)c2O[C@@H]1CN(C)S(=O)(=O)c1cccs1
  -0.9, -0.9
> C[C@@H]1CN([C@@H](C)CO)S(=O)(=O)c2ccc(-c3cccnc3)cc2O[C@H]1CN(C)Cc1ccccn1
  -15, -0.9
> CN(C)c1ccc2c(c1)[C@@H]1C[C@@H](CC(=O)NCc3ccncc3)O[C@H](CO)[C@@H]1O2
  -52, 0.0
> C[C@H]1CN([C@@H](C)CO)C(=O)CCCn2cc(nn2)CO[C@@H]1CN(C)Cc1ccc2c(c1)OCCO2
  -0.2, -1.8
> C[C@@H]1CN([C@H](C)CO)C(=O)c2c(c3ccccc3n2C)-c2ccccc2CO[C@@H]1CN(C)C(=O)N[C@H](C)c1ccccc1
  0.4, 5.7
> C[C@H](CO)N1C[C@H](C)[C@H](CN(C)Cc2ccc(C(=O)O)cc2)OCCCC[C@H](C)Oc2ccc(NS(=O)(=O)c3cccs3)cc2C1=O
  -0.1, -1.9
> COC(=O)C[C@H]1CC[C@H]2[C@H](COc3ccc(NC(=O)c4ccccc4F)cc3C(=O)N2C)O1
  0.6, 0.4
> CCCC#Cc1cnc2c(c1)C(=O)N([C@@H](C)CO)C[C@@H](C)[C@H](CN(C)CCC)O2
  -0.7, 2.4
> O=C(N[C@H]1C=C[C@H](CC(=O)N2CCc3ccccc3C2)O[C@H]1CO)C1CCC1
  -0.6, 0.9

The list is partial; rates above refer to the full screens.
